High-throughput results (PubChem BioAssay)
mHtt clearance = compounds clearing mutant huntingtin protein; inhibition, % at 1.5 µM; 47,000 tested, 0.42% active; HeLa Exon1htt(103Q)mCFP, aggregate imaging; zero = plate's median compound well;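 active = inhibition of aggregate fluorescence above about 70%, also judged a hit by eye on the cell image, limit read from the data, passing the limit was not always enough; inconclusive = no rule stated for this call; inactive = not judged a hit on image review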;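 also: cells exposed to compound for three days before fixation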
mHtt clearance grain fraction = also measured in mHtt clearance; calls as there; fraction fluorescence in grains; measured here: aggregate grain fluorescence fraction; hits give low values;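 scaled fraction of total cell fluorescence in grains with unit not stated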
* marks the source's active call; other numbers are inactive results; ? = inconclusive; . = no result given. Some of the compounds tested, so the mix of outcomes need not match the whole.

Molecule | mHtt clearance | mHtt clearance grain fraction
CCOC(=O)C1CCc2sc(N)c(C#N)c21 (configuration not stated) | 32 | 14
CN(C)CC(=O)Nc1nc(-c2ccccc2)cs1 | -28 | 25
CC1(C)CC(=O)c2cc(OCC(=O)N3CCCCCC3)ccc2O1 | 7 | 37
O=C(NCC1CCCCC1)C12CN(Cc3ccccc3)CC1C(c1cccc([N+](=O)[O-])c1)=NO2 (configuration not stated) | -9 | 42
Cc1ccc(-n2c(Cc3cccn3C)nnc2SCC(=O)Nc2cc(C)on2)cc1 | 14 | 37
CC(C)CC(=O)N/C(N)=N/c1nc2ccccc2s1 | -61 | 32
CNC(=O)c1ccc(Oc2ccc(C(=O)NC)cc2)cc1 | -32 | 52
O=C(c1cc(-c2ccco2)nn1-c1cccc(Cl)c1)N1CCCCC1 | 1 | 19
Cc1ccc(CNC(=O)CCS(=O)(=O)c2ccc(Br)s2)cc1 | -53 | 28
O=C(Nc1cccnc1)C1(c2ccc(Cl)cc2)CCCC1 | -67 | 63
NC(=O)CSc1nnc(-c2ccc(S(=O)(=O)N3CCCC3)cc2)n1CC1CCCO1 (configuration not stated) | 2 | 35
O=C(Nc1ccc(Cl)c([N+](=O)[O-])c1)c1ccc(NCCCN2CCOCC2)c([N+](=O)[O-])c1 | 1 | 38
COc1ccc(-c2nnc(-c3cccnc3)o2)cc1 | 20 | 32
Cc1[nH]c(=O)[nH]c(=O)c1S(=O)(=O)N1CCCC1 | 16 | 36
CCCCN(C(=O)NC(=O)Nc1nc2ccc(OC)cc2s1)S(C)(=O)=O | -44 | 27
O=C1CC(Nc2ccccc2)C(=O)N1c1ccc(N2CCOCC2)cc1 (configuration not stated) | -103 | 35
CCc1c(C)nc(SCC(=O)c2ccc(C)c(C)c2)[nH]c1=O | -20 | 25
CCc1ccc(N(C(=O)c2ccco2)C(C(=O)NC2CCCC2)c2ccco2)cc1 (configuration not stated) | 55 | 9.5
CCOc1ccc(C(C)C)cc1S(=O)(=O)n1nc(C)cc1C | -7 | 21
COCCCn1c(SCC(=O)N2CC(=O)Nc3ccccc32)nnc1-c1ccoc1C | 9 | 18
CC1CCCN(c2nc3nonc3nc2N2CCCC(C)C2)C1 (configuration not stated) | -41 | 27
Cc1cc2cc(CN(Cc3ccco3)C(=O)C3CCCCC3)c(=O)[nH]c2cc1C | -13 | 49
COCC(=O)Nc1ccc(S(=O)(=O)NCCc2ccccc2)cc1 | 6 | 17
CNC(=O)c1c[nH]n2c(=O)c(Cc3ccccc3F)c(C)nc12 | -356 | 227
O=C(NCCc1ccccc1)NC1CCCCC1 | 54 | 7.8
CCOC(=O)c1oc2ccccc2c1CSc1nnnn1-c1ccc(C)cc1 | 15 | 16
O=C(C1CC1)N1CCC(c2nc(-c3ccc(S(=O)(=O)N4CCCC4)cc3)no2)CC1 | -17 | 21
CC1(C(=O)N(c2ccccc2)C(C(=O)NC2CCCC2)c2ccccn2)CC(=O)N=C2C=CC=CN21 (configuration not stated) | 15 | 18
O=C(CSc1ccc(Cl)cc1)N1CCN(c2ccc([N+](=O)[O-])cc2Cl)CC1 | 11 | 39
CCCCn1c2c(c3ccccc31)CCc1nonc1-2 | 46 | 18
C=CCOC(=O)CCP(=O)(CCC(=O)OCC=C)c1ccccc1 | 10 | 38
CCC1Sc2ccccc2N(CC(=O)NC2CCCC2)C1=O (configuration not stated) | 4 | 18
O=c1oc2ccccc2c2c1ncn2C1CCCCC1 | 59 | 8.1
CC(CC(C)C(=O)Nc1ccccc1C(C)(C)C)C(=O)O (configuration not stated) | -5 | 21
O=C(c1cnn2ccccc12)N1CCCc2ccccc21 | -52 | 73
COc1cccc(-c2noc(-c3cccnc3)n2)c1 | 5 | 35
NCCN1CCN(CCN)CC1 | ? | .
CCCc1ccc(OC(=O)c2cccs2)cc1 | -61 | 38
COc1ccc(S(=O)(=O)n2ccnc2)c2cccnc12 | 32 | 11
Cc1cc(C)cc(NC(=O)CN2CCCN(S(=O)(=O)c3ccc(Br)s3)CC2)c1 | 7 | 18
Cn1c(=O)c2c(ncn2CC(O)CNc2ccc(Cl)cc2)n(C)c1=O (configuration not stated) | 24 | 18
COc1ccc(-c2nnc3ccc(SC)nn23)cc1 | 11 | 33
CCOC(=O)CSc1nc2sccc2c(=O)[nH]1 | 0 | 24
O=C(Nc1ccccc1)Nc1ccc(C(=O)N2CCOCC2)cc1 | -19 | 48
CCOC(=O)N1CCC(NC(=O)c2cc3sccc3n2CC)CC1 | 10 | 40
Cc1csc(NC(=O)CSc2nnc(Cc3cccn3C)n2-c2ccc(F)cc2)n1 | 17 | 28
COc1cc(NC(=O)c2ccco2)ccc1NC(=O)c1ccccc1Cl | 50 | 8.7
CC1CCCC(NC(=S)Nc2ccc(SC(F)F)cc2)C1C (configuration not stated) | -25 | 25
Cc1ccc2nc(N3CCC(C(=O)O)CC3)nc(-c3ccccc3)c2c1 | -13 | 23
NC(=O)c1oc2ccccc2c1NC(=O)c1ccccc1 | -16 | 44

(further entries)
Molecule | mHtt clearance | mHtt clearance grain fraction
Cn1c(CN2CCOCC2)nc2cc(NC(=O)c3ccc(Cl)cc3)ccc21 | -36 | 46
O=C(Nc1ccc2oc(-c3ccccc3)nc2c1)c1ccccc1F | -52 | 31
CCCCCCSc1ncc(C#N)c(N)n1 | -75 | 36
CC1=C(C#N)C(=O)OC(C)(C)C1 | -34 | 45
O=c1cc(-c2cccc3ccccc23)[nH][nH]1 | -9 | 21
O=c1c(C=Nc2ccc(Oc3ccccc3)cc2)c[nH]n1-c1cccc(Cl)n1 | 28 | 22
Clc1ccccc1-c1ccc(/C=N/n2cnnc2)o1 | ? | .
CCN1C(=O)C2(C(C#N)=C(N)Oc3n[nH]c(COC)c32)c2ccccc21 (configuration not stated) | 24 | 15
Cc1sc(NC(=O)c2ccco2)nc1-c1ccccc1 | 36 | 25
Cc1nn(Cc2c(F)c(F)c(F)c(F)c2F)c(C)c1NC(=O)c1ccc(COc2ccccc2Cl)cc1 | 20 | 31
Cc1ccc(NC(=O)N2CCC(C(=O)NCc3ccccc3)CC2)cc1 | -6 | 42
O=C(O)C1C2C=CC(C2)C1C(=O)Nc1ccc(C(=O)N2CCCCC2)c(Cl)c1 (configuration not stated) | -24 | 23
COC(=O)C1=C(C)N=C2SCCC(=O)N2C1c1ccc(C(=O)OC)cc1 (configuration not stated) | 33 | 14
Clc1cccc(CSc2nnc(-c3sccc3-n3cccc3)o2)c1 | 10 | 34
O=C(Nc1ccc2c(c1)OCO2)N1CCN(S(=O)(=O)c2ccc(Cl)cc2)CC1 | 77* | 4.1*
COC(=O)C(CC(C)C)Oc1ccc2c(C)cc(=O)oc2c1 (configuration not stated) | 2 | 19
CCC(=O)Nc1c2c(nn1-c1ccccc1C)CSC2 | -21 | 56
COCCNC(=O)c1ccc(NS(=O)(=O)c2cc(C)ccc2C)cc1 | 37 | 11
CCc1ccc2c(c1)C1(NN=C(c3ccccc3)S1)C(=O)N2 (configuration not stated) | 42 | 11
CCn1c(=N)n(CC(=O)c2ccco2)c2ccccc21 | -26 | 26
CC(C)C(=O)Nc1ccc(C(=O)N2CCN(C(=O)c3ccco3)CC2)cc1 | -36 | 49
COc1cc2c(C(=O)N3CCN(C)CC3)c(C)oc2cc1Br | -55 | 32
CCOC(=O)C1(Cc2ccccc2)NC(c2ccccc2F)C2C(=O)N(CC)C(=O)C21 (configuration not stated) | 16 | 28
Cc1cccc(C)c1OCC(O)CNC(C)(C)C (configuration not stated) | -81 | 73
COc1ccc(N2CCN(C(=O)CCNS(=O)(=O)c3ccc(Br)s3)CC2)cc1 | 30 | 14
CC1(C)CC(=O)C2=C(C1)NC(=O)CC2c1cc(F)ccc1F (configuration not stated) | -3 | 21
c1ccc2nc3c(cc2c1)CCCCCC3 | -3 | 21
O=C(Nc1ccc2c(c1)OCCO2)C1CCN(S(=O)(=O)c2cccc3nsnc23)CC1 | -14 | 41
Cn1c(=O)n(C)c2cc([N+](=O)[O-])c(N3CCN(C(=O)c4ccccc4)CC3)cc21 | 1 | 40
Cc1ccc(CNC(=O)C23CN(Cc4ccccc4)CC2C(c2ccc([N+](=O)[O-])cc2)=NO3)cc1 (configuration not stated) | -23 | 48
C[C@H](NC(=O)NC1CCCc2ccccc21)C(=O)O (some centres not stated) | 22 | 31
O=C(Cc1c[nH]c2ccccc12)Nc1nc2ccccc2[nH]1 | 13 | 30
CCc1nc2sc3c(c2c(=O)n1N)CCC3 | 19 | 33
Cc1ccc(C)c(S(=O)(=O)NC(CC(C)C)C(=O)O)c1 (configuration not stated) | -10 | 40
Cn1ccnc1SCC(=O)N(C1CCCCC1)C1CCCCC1 | -34 | 46
O=c1nc2n(c3c4c(sc13)CCC4)CCC2 | -73 | 62
CC1CCN(C(=O)C2(NC(=O)Nc3cccc(F)c3)CCCCC2)CC1 | 45 | 11
O=C(O)C1CCN(S(=O)(=O)c2cccnc2)CC1 | -52 | 56
Fc1cccc2sc(Nc3nnc(-c4ccccc4)o3)nc12 | -6 | 47
CCSc1nc2ccccc2n1CCC(=O)O | -4 | 46
Cc1csc2ncc(C(=O)NCc3ccco3)c(=O)n12 | -17 | 23
CN(C)S(=O)(=O)c1ccc2oc(SCC(=O)NCC(F)(F)F)nc2c1 | 12 | 32
CCOC(=O)N1CCN(C(=O)C(C)(C)Oc2ccc(Cl)cc2)CC1 | -36 | 62
CC(=O)c1cn(CC(=O)Nc2ccc(C)cc2C)c2ccccc12 | 25 | 15
O=C(NCc1ccncc1)C12CC3CC(CC(C3)C1)C2 | 37 | 23
O=C(CCN1C(=O)C2CC=C(Cl)CC2C1=O)NCc1ccccc1 (configuration not stated) | -18 | 24
CCOC(=O)C(NC(=O)c1ccc(OC)cc1)(OCC1(CC)COC1)C(F)(F)F (configuration not stated) | 41 | 18
Cc1cc(C)c(C(N)=O)c(Nc2cccc(Cl)c2C)n1 | -46 | 29
CCOC(=O)C(C(C)=O)c1nc(C)nc2c1nnn2Cc1ccccc1Cl (configuration not stated) | -11 | 49
Cc1cc(-c2ccccc2)nc(=O)[nH]1 | -110 | 38

Compound profiles, from the list above:
C[C@H](NC(=O)NC1CCCc2ccccc21)C(=O)O (some centres not stated) as listed: mHtt clearance: 22; mHtt clearance grain fraction: 31
Cc1ccc(C)c(S(=O)(=O)NC(CC(C)C)C(=O)O)c1 (configuration not stated) as listed: mHtt clearance: -10; mHtt clearance grain fraction: 40
CC1CCN(C(=O)C2(NC(=O)Nc3cccc(F)c3)CCCCC2)CC1 as listed: mHtt clearance: 45; mHtt clearance grain fraction: 11

(next part)
Molecule | mHtt clearance | mHtt clearance grain fraction
COCCn1nnnc1CN1CCC(Cc2ccccc2)CC1 | -2 | 47
CCCNC(=O)c1cc2c(C(F)(F)F)nn(C)c2s1 | 45 | 12
COc1cc2cc(CN(C(=O)NC3CCCCC3)C3CCCC3)c(=O)[nH]c2cc1OC | -20 | 45
COc1ccc(OC)c(N(CC(=O)N2CCN(c3cc(Cl)ccc3C)CC2)S(C)(=O)=O)c1 | -72 | 37
O=C(C/C=N\OCc1c(Cl)cccc1Cl)Oc1ccc(Cl)cc1Cl | -34 | 28
CC(C)(C)c1nc2scc(-c3cccs3)c2c(=O)o1 | -50 | 27
Nc1c(NCCC2=CCCCC2)c(=O)[nH]c(=O)n1Cc1ccccc1 | -8 | 37
COc1ccc(N2CCN(c3ncnc4c3cnn4-c3ccc(C)cc3C)CC2)cc1 | 28 | 15
CCC(C)(C)NC(=O)CC(c1ccc(OC)cc1)n1cccc1 (configuration not stated) | -22 | 48
CCN(CC)S(=O)(=O)c1ccc(Cl)c(C(=O)NC)c1 | 36 | 25
CCC(=O)Nc1c(C(=O)N2CCCCCC2)cnn1-c1ccc(C)c(C)c1 | 27 | 13
O=C(Nc1ccc2c(c1)OCCO2)c1cc2sccc2n1Cc1ccccc1 | -30 | 50
CCCn1c(CNc2ccccc2O)nc2ccccc21 | 34 | 11
COC(=O)c1cc2occc2n1CC(=O)Nc1ccc(OC)c(OC)c1 | 59 | 15
COc1ccccc1C1CC(c2c(-c3ccccc3)c3cc(Cl)ccc3[nH]c2=O)=NN1S(C)(=O)=O (configuration not stated) | -54 | 62
O=C(OCCCCN1C(=O)c2ccccc2C1=O)c1ccc(Br)o1 | 22 | 28
O=C(O)C1CCN(Cc2cnn(-c3ccccc3)c2-n2cccc2)CC1 | 15 | 35
COC(=O)CSc1nnc(-c2ccco2)o1 | 43 | 20
CC(C)OCC(O)CS(=O)Cc1ccccc1 (configuration not stated) | -96 | 38
Cc1sc2ncnc(SCC(=O)c3ccc(Cl)s3)c2c1C | 0 | 40
CCOc1ccc2[nH]c3c(N4CCN(c5ccccn5)CC4)ncnc3c2c1 | 9 | 37
CCOC(=O)C1=C(c2ccccc2)N=C2SCC(=O)N2C1c1ccc(OCC)c(OCC)c1 (configuration not stated) | -10 | 26
CC1=C(C(=O)N2CCOCC2)C(c2cc(C)cs2)NC(=O)N1 (configuration not stated) | 35 | 13
COCCCNS(=O)(=O)c1ccc2c3c(cccc13)C(=O)S2 | 19 | 15
Cc1ccc(-c2nnc(N(C)C(=O)c3cccnc3)s2)cn1 | -6 | 23
c1c2c(cc3sc(N4CCCCC4)nc13)OCO2 | -12 | 50
C(#CCN1CCOCC1)COC(c1ccccc1)c1ccccc1 | -22 | 22
O=C(CN1CCN(Cc2ccccc2)CC1)c1c[nH]c2ccccc12 | 4 | 20
Cc1csc2nc3ccccc3c(=O)n12 | 4 | 19
CCOC(=O)c1ccccc1NC(=O)CSc1cccc[n+]1[O-] | -35 | 54
CC(C)C(c1nnnn1Cc1ccco1)N1CCN(C2CCCC2)CC1 (configuration not stated) | 6 | 35

Rewritten with each value named: part of the list above
C(#CCN1CCOCC1)COC(c1ccccc1)c1ccccc1
  mHtt clearance: -22
  mHtt clearance grain fraction: 22

c1c2c(cc3sc(N4CCCCC4)nc13)OCO2
  mHtt clearance: -12
  mHtt clearance grain fraction: 50

O=C(CN1CCN(Cc2ccccc2)CC1)c1c[nH]c2ccccc12
  mHtt clearance: 4
  mHtt clearance grain fraction: 20

CCOC(=O)c1ccccc1NC(=O)CSc1cccc[n+]1[O-]
  mHtt clearance: -35
  mHtt clearance grain fraction: 54
